bub3: NCI yeast anticancer drug screen, S. cerevisiae bub3 mutant strain; % growth inhibition at 50 µM; actives 9.9% (n = 78,000); AID 167;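 also: 0% = growth of vehicle-only cultures of the same strain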
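Mutant yeast screening strain plus compound; vehicle-treated cultures serve as the 0% inhibition reference.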
yeast cln2 rad14: NCI yeast anticancer drug screen, S. cerevisiae cln2 rad14 strain. growth inhibition, % at 50 µM. actives 8.3% (n = 78,000);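 also: 0% = growth of vehicle-only cultures of the same strain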
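Growth of compound-exposed yeast (cln2 rad14 genotype) measured and expressed as inhibition relative to vehicle.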
yeast mec2-1: NCI yeast anticancer drug screen, S. cerevisiae mec2-1 strain. AID 157. growth inhibition, % at 50 µM. actives 9% (n = 79,000);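 also: 0% = growth of vehicle-only cultures of the same strain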
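Yeast mec2-1 mutant treated with compound. Readout: growth inhibition vs vehicle controls.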
yeast sgs1 mgt1: NCI yeast anticancer drug screen, S. cerevisiae sgs1 mgt1 strain. growth inhibition, % at 50 µM. actives 10% (n = 78,000);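 also: 0% = growth of vehicle-only cultures of the same strain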
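Percent growth inhibition was derived by comparing compound-exposed mutant yeast with vehicle-exposed cultures. The strain carries alterations in DNA damage repair.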
mlh1 rad18: NCI yeast anticancer drug screen, S. cerevisiae mlh1 rad18 strain | actives 11% (n = 79,000) | growth inhibition, % at 50 µM;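 also: 0% = growth of vehicle-only cultures of the same strain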
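Steps: expose repair-defective yeast to compound; measure growth; express inhibition against vehicle-treated controls.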
yeast rad50: NCI yeast anticancer drug screen, S. cerevisiae rad50 strain; actives 10% (n = 79,000); growth inhibition, % at 50 µM; AID 155;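 also: 0% = growth of vehicle-only cultures of the same strain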
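Compounds were tested on a yeast strain with an engineered DNA damage repair alteration; the reported value is growth inhibition normalised to vehicle treatment.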
The depositor's hits bear a star; · = not tested or not shown; & = joins results of further samples. Rule as the data show it: active = growth inhibition above about 70%; inactive = the rest.

SMILES	bub3	yeast cln2 rad14	yeast mec2-1	yeast sgs1 mgt1	mlh1 rad18	yeast rad50
O=C(N=C1N(c2ccccc2)C(=O)C(=O)N1c1ccccc1)c1ccccc1	11	-18	7	-6	6	-1
CCCCCCCCCCCCCCCCOC1OC(COC(C)=O)C(OC(C)=O)C(OC(C)=O)C1O (centres undefined)	-12&-32	-12&-16	-37&-10	-31&-25	-58&-22	-9&-8
CC1=CC2=C(C#N)C(=O)OC2(C)C(c2ccccc2)C1 (centres undefined)	25	38	-11	-7	24	-11
CCOC(=O)C1=C(c2ccccc2)Nc2ccccc2[S+]1C (centres undefined)	-32	-13	18	-5	-4	-3
COC(=O)c1cc(/C=C/c2ccccc2)on1	3	82*	1	10	-10	-4
O=c1c2ccccc2[nH]c2ccc(O)cc12	3	-3	-8	5	16	1
COC1SCCn2c1nc1ccccc1c2=O (centres undefined)	-19	11	-22	-21	-4	-17
COc1ccc(CCn2nccc2C)cc1	-9	-18	-4	-4	-18	-61
O=C(O)c1ccccc1C(=O)NC(Cc1cccc(NP(=O)(N2CC2)N2CC2)c1)C(=O)O (centres undefined)	4	-12	-2	4	-14	18
CC(C)c1cccc(C(C)C)c1Oc1ccc([N+](=O)[O-])cc1[N+](=O)[O-]	3	0	-3	-8	-10	5
Nc1nc2c(C(=O)c3cccs3)nnn2c2cccc(Cl)c12	-15	-12	-21	-22	-2	-21
COc1cc(CCNC(=O)CC(C)C)ccc1OCc1ccccc1	-12	-30	-27	1	-16	-15
Cc1ccc(C)c(NC(=O)Nc2cccc(O)c2)c1	12	7	1	5	14	2
O=C1CC2(CCC(O)(c3ccc(Cl)cc3)C(C(=O)c3ccc(Cl)cc3)C2)C(=O)c2ccccc2N1 (centres undefined)	-19	-24	-4	-17	-49	-15
O=C1Nc2ccccc2C1(O)C/C(=N/O)c1ccc2ccccc2c1 (centres undefined)	15	38	14	50	67	35

A draw from above in order of length of the SMILES, ascending:
SMILES	bub3	yeast cln2 rad14	yeast mec2-1	yeast sgs1 mgt1	mlh1 rad18	yeast rad50
COc1ccc(CCn2nccc2C)cc1	-9	-18	-4	-4	-18	-61
O=c1c2ccccc2[nH]c2ccc(O)cc12	3	-3	-8	5	16	1
O=C(O)c1ccccc1C(=O)NC(Cc1cccc(NP(=O)(N2CC2)N2CC2)c1)C(=O)O (centres undefined)	4	-12	-2	4	-14	18

The results go on:
SMILES	bub3	yeast cln2 rad14	yeast mec2-1	yeast sgs1 mgt1	mlh1 rad18	yeast rad50
CCN(CC)CCN(CC)C(=S)Nc1ccccc1	2	-5	21	23	12	2
CC(C)=CC1C(COCc2cc3c(cc2Br)OCO3)C1(C)C (centres undefined)	-7	-34	-9	3	-4	-12
O=C(O)c1ccc(B(O)O)cc1[N+](=O)[O-]	35	9	5	7	5	12
CCOC(=O)NCC1(c2ccccc2)CCN(Cc2ccccc2)CC1	-15	1	-18	-12	-2	-10
c1ccc(CN2CCc3ncnc(Nc4ccccc4)c3C2)cc1	5	-17	1	6	-5	-13
c1csc(-c2cc(-c3cc(-c4cccs4)[nH]n3)n[nH]2)c1	-3	-3	-11	6	3	9
COc1ccccc1OCc1ccccc1	0	-20	-14	2	-4	4
COC1/C=C\C=C(/C)C(=O)NC2=CC(=O)C(=O)C(=C2O)CC(C)CC(OC)C(O)C(C)/C=C(\C)C1OC(N)=O (centres undefined)	86*	78*	90*	90*	83*	88*
Cc1cc(Cl)ccc1O/C(=C/C(=O)O)C(=O)O	-8	-32	-11	-9	25	-9
C=C(C)C1CC[C@@](C)(O)[C@H](C#N)C1 (some centres undefined)	-38	-12	-16	-23	-44	6
O/N=C1\c2ccccc2-c2ccc(F)cc21	91*	63	84*	92*	94*	95*
CC(C)NC(=O)OCc1ncn(-c2ccccc2)c1COC(=O)NC(C)C	-27	-3	-9	-14	6	6
CN(C)C(=O)N(C)/N=C/c1ccc([N+](=O)[O-])o1	40	42	54	91*	89*	80*
CC(C)c1ccc(NC(=S)NC(=O)c2ccccc2)cc1	76*	41	42	67	34	52
CCOC(=O)C1/C(=C\O)C(=O)c2cc(OC)c(OC)cc2C1c1ccc(OC)c(OC)c1 (centres undefined)	-6	8	1	21	22	0
NC(=O)CN(CC(N)=O)C(N)=O	-10	5	-18	-20	-24	-15
O=C1c2ccccc2C(=O)c2c1cccc2[N+](=O)[O-]	71*	85*	73*	86*	84*	91*
O=[N+]([O-])c1cccc(C=Nc2cccc(Cl)c2O)c1	·	·	21	·	35	52
CC(=O)OCC1OC(OC2CC(=O)C[C@H]3C(=O)N(c4ccccc4)C(=O)[C@@H]23)C(OC(C)=O)C(OC(C)=O)C1OC(C)=O (some centres undefined)	0	0	0	-36	2	4
CCN(CC)C(=O)c1ccc[n+](Cc2ccc(Cl)cc2)c1	7	2	8	-10	13	-2
O=S(=O)(O)CNc1ccc(Cl)cc1	-23	-30	-13	4	4	16
CCOC(=O)NC(=O)c1cn(CCCOC(=O)CCCCCCCCCCC(=O)OCCCn2cc(C(=O)NC(=O)OCC)c(=O)[nH]c2=O)c(=O)[nH]c1=O	-1	19	-24	-12	-19	-28
CC(=O)OCc1cnccc1Cl	7	1	-5	-1	0	-6
Cc1ccc(O)c(C2CC(C#N)CCN2C)c1 (centres undefined)	-19	-6	-12	-16	-7	-1
CC(C)c1cc2c(cc1O)C[C@@]1(O)CCCC(C)(C)C1CC2 (some centres undefined)	91*	90*	92*	91*	90*	91*
CC(C)(/C=N\O)NO	-9	14	-20	0	-1	-15
Cc1ccc(NC2C=C(c3ccccc3)Oc3ccccc32)cc1 (centres undefined)	-2	-11	-8	-8	3	-3
CC(C)=C1CC(=O)NC1=O	-6	6	17	-3	1	-11
CCN(CC)Cc1cc(Nc2cc(C)nc(/N=C(\N)Nc3cc(Cl)cc(Cl)c3)n2)ccc1O	8	10	69	97*	91*	95*
CCCCSCc1nc2nc(Cl)c(Cl)nc2[nH]1	-45	1	-37	-24	-9	-18

In the list so far, these have four or more nitrogen atoms.
SMILES	bub3	yeast cln2 rad14	yeast mec2-1	yeast sgs1 mgt1	mlh1 rad18	yeast rad50
O=C(O)c1ccccc1C(=O)NC(Cc1cccc(NP(=O)(N2CC2)N2CC2)c1)C(=O)O (centres undefined)	4	-12	-2	4	-14	18
Nc1nc2c(C(=O)c3cccs3)nnn2c2cccc(Cl)c12	-15	-12	-21	-22	-2	-21
c1ccc(CN2CCc3ncnc(Nc4ccccc4)c3C2)cc1	5	-17	1	6	-5	-13
c1csc(-c2cc(-c3cc(-c4cccs4)[nH]n3)n[nH]2)c1	-3	-3	-11	6	3	9
CC(C)NC(=O)OCc1ncn(-c2ccccc2)c1COC(=O)NC(C)C	-27	-3	-9	-14	6	6
CN(C)C(=O)N(C)/N=C/c1ccc([N+](=O)[O-])o1	40	42	54	91*	89*	80*
NC(=O)CN(CC(N)=O)C(N)=O	-10	5	-18	-20	-24	-15
CCOC(=O)NC(=O)c1cn(CCCOC(=O)CCCCCCCCCCC(=O)OCCCn2cc(C(=O)NC(=O)OCC)c(=O)[nH]c2=O)c(=O)[nH]c1=O	-1	19	-24	-12	-19	-28
CCN(CC)Cc1cc(Nc2cc(C)nc(/N=C(\N)Nc3cc(Cl)cc(Cl)c3)n2)ccc1O	8	10	69	97*	91*	95*
CCCCSCc1nc2nc(Cl)c(Cl)nc2[nH]1	-45	1	-37	-24	-9	-18

More compounds follow:
SMILES	bub3	yeast cln2 rad14	yeast mec2-1	yeast sgs1 mgt1	mlh1 rad18	yeast rad50
CC1CCC(C(C)C)C(OC2(c3ccccc3)OC(=O)c3ccccc32)C1 (centres undefined)	9	9	-6	15	16	24
O=S(=O)(Nc1nccs1)c1ccc(Cl)cc1	33	20	46	74*	68	25
CCN(CC)CC1c2ccccc2C(CNc2ccccc2)N1C (centres undefined)	6	14	29	-10	8	4
CCOC(=O)c1cn(C)c2c1C(=O)C(C(=O)OCC)CC(=O)N2 (centres undefined)	-6	-54	-4	-12	-8	-5
COC(=O)C1=C(N)N2C/C(=C/c3cccs3)SC2=C(C(=O)OC)C1c1cccs1 (centres undefined)	-13	3	-12	-6	13	10
CC1(C)C(=O)c2ccccc2OC1N1CCN(C2Oc3ccccc3C(=O)C2(C)C)CC1 (centres undefined)	4	10	10	1	21	10
CCN(CC)CCNc1ccc2ncn3c4cc(OC)c(OC)c(=O)c4c(O)c1c23	12	26	24	13	20	65
NC(CSCc1ccccc1)C(=O)O (centres undefined)	2&-15&-6&-14	·	·	·	1&-5&8&-3	·
CCN(CC)Cc1ccccc1COC(=O)c1cccc(Cl)c1	-6	16	4	11	26	20
CC(=O)O[C@H]1[C@@H](OC(C)=O)C(C)(C)/C=C/[C@H](C)C(=O)[C@@]2(OC(C)=O)C[C@@](C)(OC(C)=O)[C@H](OC(C)=O)[C@@H]2[C@H]2OC(=O)CC[C@@]2(OC(=O)c2ccccc2)[C@@H]1OCC(C)C	-22	36	-2	-16	0	4
OC(CN1CCCCC1)c1cc(-c2ccc(Cl)cc2)nc2cc(Cl)ccc12 (centres undefined)	99*	96*	93*	100*	99*	90*
Cc1cc2nc(Oc3ccccc3)nc(=O)n2c(C)n1	-12	-23	1	-16	-13	-13
CCN(CC)CCOc1ccc(Cc2nc3c([nH]2)c(=O)n(C)c(=O)n3C)cc1	5	35	3	14	11	22
O=C(NCc1ccccc1)C(=O)NCc1ccccc1	-7	4	-2	-7	5	4
CCN(c1ccccc1)c1cc2c(cc1[N+](=O)[O-])no[n+]2[O-]	98*	97*	97*	98*	97*	97*
c1ccc(CSCCOCCOCCSCc2ccccn2)nc1	-2	-36	6	3	2	-2
Nc1[nH]c(=O)nc2c1cnn2Cc1ccccc1	-3	-12	-10	-14	-4	-1
Cc1ccc(C)c(NC(=O)Nc2cccc(Cl)c2)c1	9	-5	21	-6	-8	-6
[Cl][Ge]([c]1ccccc1)[c]1ccccc1.[Cl][Ge]([c]1ccccc1)[c]1ccccc1	35	-5	42	55	76*	33
O=C(OCC1CCCO1)N(c1ccccc1)c1ccccc1 (centres undefined)	2	-11	24	47	38	23
CN(C)CCC[N+](C)(C)Cc1ccc(C[N+](C)(C)CCC[N+](C)(C)Cc2ccc(CCl)cc2)cc1	20	6	-1	10	15	4
CCCCCCCCCCCCCCCCNCCCCCCCC(=O)O	39	72*	35	76*	75*	75*
C[N+]1(CCC(=O)c2ccccc2)CCOCC1	14	21	10	28	20	42
CC(=O)Nc1ccc2oc3ccc(Cl)cc3c(=O)c2c1	27	-55	-4	-7	5	15
COC(=O)C(C)N(C)C(=O)[C@H](CC(N)=O)N(C)C(=O)[C@@H]1CCCN1C(=O)[C@H](C(C)C)N(C)C(=O)C(C(C)C)N(C)C(=O)[C@H](Cc1ccccc1)N(C)C(=O)C(NC(=O)OC(C)(C)C)C(C)C (some centres undefined)	0	8	-15	-27	-12	-19
CC1CCCC(C)(c2ccccc2)/C1=N\Nc1ccc([N+](=O)[O-])cc1[N+](=O)[O-] (centres undefined)	2	18	14	10	30	36
O=C(NC1CCCCC1)OCc1c(COC(=O)NC2CCCCC2)c2cccn2c2c1cnn2-c1ccccc1	-3	3	3	-28	19	4
CCCCCCCCCCCNc1ncnc2[nH]ncc12	-2	-1	-16	5	10	-9
[N-]=[N+]=CC(=O)c1cc(-c2ccccc2)nc2c(-c3ccccc3)cccc12	63	32	19	54	59	56
O=C(O)Cc1cc2c(cc1I)OCO2	-11	-19	23	2	-1	-1
O=[N+]([O-])c1cccc2c[n+](Cc3ccccc3)ccc12	-1	38	2	10	12	42
